Screening results from PubChem.
Cdc42 wt – human Cdc42 wildtype GTP binding change, either direction; P60953; GST-Cdc42 beads, Bodipy-GTP binding, flow cytometry; actives lie on both sides; percent activity (GTP binding), % at 10 µM; 0.2% of 190,000 active;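 active = percent activity GTP binding at least 20 points away from the 100% baseline, either down as inhibitor or up as activator; inconclusive = compound flagged as likely green fluorescent from well-wide comparison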;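 also: median bead fluorescence of bound Bodipy-FL-GTP at 100 nM; 0% = excess unlabeled GTP control and 100% = no compound control; below 100% means less GTP binding so inhibitor and above means activator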
ABCG2 block – inhibitors of human ABCG2 transporter, ABCB1 counter-screen | Q9UNQ0 | IgMXP3 cells, JC-1 efflux, flow cytometry | inhibition, % at 6.6 µM | 0.1% of 190,000 active | AID 1325;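 active = inhibition above 80%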;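 also: 0% = DMSO and 100% = nicardipine control wells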
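material = IgMXP3 (ABCG2) plus far-red-tagged CCRF-Adr (ABCB1) cells | amount = 3 million cells/mL, equal mix of both lines | also added = JC-1 transporter substrate | dosing = one concentration, 6.6 µM final | schedule = 10 min at 25 °C | measured by = flow cytometric JC-1 green MFI at 530 nm | read-out basis = percent efflux inhibition, scaled nicardipine 100% to DMSO 0%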
Rac1 mut GTP – human Rac1 activated mutant GTP binding change | GST-Rac1 activated beads, fluorescent GTP binding, flow cytometry; actives lie on both sides; 100% means binding = to untreated wells | percent activity (GTP binding), % at 10 µM | 0.11% of 190,000 active | AID 764;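 active = GTP binding at least 20 percentage points away from the 100% baseline, in either direction, so actives lie on both sides; inconclusive = Compound likely fluorescent itself, or too few beads counted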
Pf gamet viab – inhibitors of late stage P. falciparum gametocyte viability | P. falciparum stage V gametocytes, ATP luminescence, 24 h | inhibition, % at 10.9 µM | 0.065% of 150,000 active | AID 743093;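 active = inhibition above the mean plus 3 SD of compounds within the control limits, set per campaign, cut at about 38% in these data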;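 also: 0% = DMSO wells and 100% = medium only without gametocytes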
Avidin bead fluor – compound fluoresces at 488/530 nm on avidin beads | fluorescence (KMESF) at 10 µM | AID 1775 | compound fluorescence 488/530 nm, flow cytometry; active compounds read high | 0.38% of 220,000 active; in the data active = fluorescence above about 47; also: inactives centre near 10
HRas wt GTP bind – modulators of GTP binding to human HRas wildtype. AID 759. P01112. 0.14% of 190,000 active. GST-Ras wt beads, Bodipy-FL-GTP binding, flow cytometry; actives lie on both sides. GTP binding activity, % at 10 µM;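 active = GTP binding activity at least 20% away from the 100% baseline, either lowered as inhibitor or raised as activator; inconclusive = flagged as likely green fluorescent, judged across all proteins in the well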;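 also: 0% = unlabeled GTP competition control and 100% = no-compound control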
Mcl1 Noxa PPI – disrupts binding of human Mcl-1 to Noxa peptide. 1.5% of 220,000 active. TR-FRET Mcl-1/Noxa peptide binding, 2 h. Q07820. inhibition, % at 21.7 µM;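 active = compounds that cut the protein-peptide binding signal by more than 50% relative to plate controls in a single-dose test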;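 also: His-tagged Mcl-1 with rhodamine Noxa BH3 peptide and terbium anti-His antibody; 0% = Mcl-1 plus Noxa peptide wells and 100% = peptide-only wells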
Rab7 wt modul – dog Rab7 wildtype GTP binding, inhibitors and activators; AID 758; 0.055% of 190,000 active; GST-Rab7 beads, fluorescent GTP binding, flow cytometry; actives lie on both sides; untreated = 100%, excess cold GTP = 0%; GTP binding activity (percent of control), % at 10 µM;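 active = fluorescent GTP binding to Rab7 beads changed by at least 20 points from the 100% baseline, either direction, mostly lower; inconclusive = compound itself probably fluorescent, or too few beads counted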;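 also: median green fluorescence of bound Bodipy-FL-GTP per Rab7 bead population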
Rab2A wt mod – changes GTP binding to wildtype dog Rab2A, up or down | 0.19% of 190,000 active | GST-Rab2 wt beads, Bodipy-GTP binding, flow cytometry | GTP binding activity, % at 10 µM | P61105;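 active = GTP binding activity at least 20 points away from 100%, either lowered or raised; inconclusive = signal likely due to the compound's own green fluorescence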;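 also: 0% = beads with excess unlabeled GTP and 100% = no-compound control corrected for plate trend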
ABCB1 inh – human ABCB1 inhibition, ABCG2 as counter-screen; P08183; CCRF-Adr cells, JC-1 efflux, flow cytometry; inhibition, % at 6.6 µM; 0.067% of 190,000 active; in the data active = inhibition above about 40%;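 also: 0% = vehicle and 100% = reference inhibitor; higher value means more JC-1 retained so stronger ABCB1 efflux block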
Target sequence (P08183 whole entry, looked up): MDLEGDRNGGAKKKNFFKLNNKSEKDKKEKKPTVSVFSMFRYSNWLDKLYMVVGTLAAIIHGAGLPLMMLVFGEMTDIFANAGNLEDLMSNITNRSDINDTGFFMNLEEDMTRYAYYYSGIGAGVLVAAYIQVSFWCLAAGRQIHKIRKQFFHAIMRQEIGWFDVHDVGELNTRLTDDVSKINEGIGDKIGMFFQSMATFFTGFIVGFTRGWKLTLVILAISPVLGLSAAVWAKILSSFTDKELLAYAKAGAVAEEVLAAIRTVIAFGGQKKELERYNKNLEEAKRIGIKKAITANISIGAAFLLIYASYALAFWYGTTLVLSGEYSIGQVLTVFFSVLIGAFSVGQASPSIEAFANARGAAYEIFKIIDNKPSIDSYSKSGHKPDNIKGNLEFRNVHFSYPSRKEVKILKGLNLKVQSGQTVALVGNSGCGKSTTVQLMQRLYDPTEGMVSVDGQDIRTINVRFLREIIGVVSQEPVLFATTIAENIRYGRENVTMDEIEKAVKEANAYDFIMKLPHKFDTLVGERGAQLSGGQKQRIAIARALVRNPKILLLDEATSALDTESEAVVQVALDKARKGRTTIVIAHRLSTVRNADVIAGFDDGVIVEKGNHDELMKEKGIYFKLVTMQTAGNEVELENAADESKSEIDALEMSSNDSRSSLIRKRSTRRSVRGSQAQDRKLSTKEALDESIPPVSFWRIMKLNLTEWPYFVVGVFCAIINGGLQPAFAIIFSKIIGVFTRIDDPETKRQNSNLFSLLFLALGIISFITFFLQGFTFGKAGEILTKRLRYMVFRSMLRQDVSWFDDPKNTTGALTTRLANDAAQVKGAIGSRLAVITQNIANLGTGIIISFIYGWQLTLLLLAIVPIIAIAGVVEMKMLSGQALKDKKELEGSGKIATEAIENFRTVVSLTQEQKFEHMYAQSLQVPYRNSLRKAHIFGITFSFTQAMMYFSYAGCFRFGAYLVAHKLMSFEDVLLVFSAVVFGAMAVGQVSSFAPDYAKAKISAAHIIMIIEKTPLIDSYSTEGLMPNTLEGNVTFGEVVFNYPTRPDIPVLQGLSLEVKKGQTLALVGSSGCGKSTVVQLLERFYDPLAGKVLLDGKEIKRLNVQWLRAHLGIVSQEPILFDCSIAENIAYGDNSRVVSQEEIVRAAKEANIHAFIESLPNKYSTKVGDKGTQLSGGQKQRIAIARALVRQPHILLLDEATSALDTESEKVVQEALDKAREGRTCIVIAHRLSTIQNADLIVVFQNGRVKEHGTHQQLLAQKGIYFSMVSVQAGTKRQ
Rac1 wt GTP bind – modulators of human Rac1 wildtype GTP binding. GST-Rac1 beads, fluorescent GTP binding, flow cytometry; actives lie on both sides; 0 = cold GTP competed, 100 = untreated. GTP binding activity (% of control), % at 10 µM. 0.27% of 190,000 active. AID 757;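 active = GTP binding activity at least 20 points away from the 100% control level, either lower or higher; inconclusive = compound flagged as likely green fluorescent, judged across all proteins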
* marks the source's active call; other numbers are inactive results; ? = inconclusive; . = not tested or not shown.

SMILES | Cdc42 wt | ABCG2 block | Rac1 mut GTP | Pf gamet viab | Avidin bead fluor | HRas wt GTP bind | Mcl1 Noxa PPI | Rab7 wt modul | Rab2A wt mod | ABCB1 inh | Rac1 wt GTP bind
O=C(NCCC1=CCCCC1)c1ccc([N+](=O)[O-])cc1 | 98 | 44 | 97 | 8 | 14 | 100 | 19 | 100 | 98 | 1.3 | 102
CCNC(=S)N/N=C/c1ccc(-c2ccccc2)o1 | 105 | 8 | 100 | -15 | 10 | 102 | 12 | 96 | 99 | 0.3 | 106
COc1ccccc1Nc1nc(N)nc(CN2CC(C)CC(C)C2)n1 (stereo unspecified) | 98 | 6 | 93 | 3 | 9 | 96 | 0 | 94 | 99 | 2.0 | 103
COCC(C)NCc1cccc(OC)c1OC (stereo unspecified) | 97 | 0 | 96 | . | 14 | 98 | 29 | 96 | 97 | 0.1 | 98
Cn1c(=O)oc2cc(S(=O)(=O)NCCC(=O)N3CCc4ccccc4C3)ccc21 | 96 | 0 | 95 | . | 14 | 99 | -23 | 103 | 99 | -0.1 | 104
Cc1ccc(C(=O)Nc2ccc(C)c(S(=O)(=O)N(C)C)c2)s1 | 103 | 6 | 99 | -8 | 3 | 104 | 16 | 104 | 101 | 0.8 | 102
O=C(c1ccc(Oc2ccc(C(F)(F)F)cn2)cc1)N1CCN(c2ccccc2)CC1 | 100 | 1 | 100 | -8 | 4 | 99 | 1 | 94 | 101 | 0.2 | 98
CCOC(=O)c1c(C)n2c3c(cc(C)cc13)CCC2 | 97 | 3 | 95 | . | 14 | 97 | 5 | 95 | 95 | 0.0 | 99
COC(=O)c1ccc(COC(=O)CNC(=O)c2ccco2)cc1 | 103 | 0 | 102 | . | 6 | 100 | 2 | 100 | 101 | 0.1 | 104
O=C(CN(c1ccc(F)cc1)S(=O)(=O)c1ccc2c(c1)OCCO2)NCc1ccccc1 | 101 | 1 | 99 | . | 7 | 101 | -11 | 101 | 100 | 0.2 | 102
CCNC(=O)OCc1cn(-c2ccc(Cl)cc2)nn1 | 94 | 3 | 94 | 7 | 20 | 94 | -1 | 93 | 96 | 0.8 | 95
Cc1ccc2nc3c(cc2c1)c(NC(=O)c1ccccn1)nn3CC(C)C | 97 | 10 | 97 | 5 | 62* | 98 | 7 | 102 | 100 | 2.3 | 98
C/C(=N\NC(=O)C(=O)N/N=C(\C)c1cccc(O)c1)c1cccc(O)c1 | 97 | -1 | 95 | -2 | 9 | 96 | 13 | 99 | 95 | -0.2 | 98
O=C(COC(=O)/C=C/c1ccccc1[N+](=O)[O-])NCC1CCCO1 (stereo unspecified) | 100 | 5 | 98 | 6 | 9 | 97 | 8 | 98 | 97 | 0.8 | 101
O=C(Nc1ccsc1C(=O)NC1CC1)c1ccccc1 | 100 | 5 | 98 | 17 | 5 | 100 | 18 | 98 | 100 | 1.0 | 96
CC(NC(=O)/C(C#N)=C/c1ccc(Cl)c([N+](=O)[O-])c1)c1ccccc1 (stereo unspecified) | 99 | 18 | 97 | -31 | 10 | 97 | 33 | 96 | 99 | 0.5 | 103
Cn1nnc2cc(C(=O)Nc3ccc4ccccc4c3)ccc21 | 95 | 4 | 96 | . | 11 | 98 | 6 | 103 | 100 | 0.2 | 102
CCCCn1c(SCc2cccnc2)nc2c1c(=O)n(C)c(=O)n2C | 103 | 5 | 102 | . | 4 | 100 | 4 | 100 | 100 | 1.5 | 103
COc1cccc(C2Nc3cc(Cl)c(S(N)(=O)=O)cc3S(=O)(=O)N2)c1 (stereo unspecified) | 104 | 0 | 101 | . | 6 | 105 | 9 | 104 | 103 | 0.2 | 110
COc1ccc(N2CCN(C(=O)c3ccc(C(C)(C)C)cc3)CC2)cc1 | 101 | 22 | 99 | -1 | 14 | 101 | 14 | 104 | 103 | -0.2 | 98
CCCCOC(=O)C(C)Nc1n[nH]c(=O)[nH]c1=O (stereo unspecified) | 101 | 1 | 99 | -2 | 35 | 99 | 7 | 96 | 99 | 0.3 | 101
Cc1ccc(S(=O)(=O)NCC(=O)N/N=C/c2ccc(Cl)cc2Cl)cc1 | 101 | 0 | 97 | 9 | 5 | 97 | -7 | 97 | 95 | 0.4 | 99
Cc1ccc(N=Cc2cc3c(cc2O)OC(N)=C(C#N)C3c2ccccc2)cc1 (stereo unspecified) | 101 | 0 | 99 | . | 12 | 103 | 14 | 101 | 108 | -0.3 | 108
Cc1csc(NC(=O)CSc2nnc(-c3ccc(S(=O)(=O)N4CCCC4)cc3)o2)n1 | 100 | 1 | 97 | . | 7 | 99 | -11 | 95 | 98 | 0.1 | 99
COC(=O)c1ccc(CN2C(=O)NC3(CCCCC3)C2=O)cc1 | 99 | 8 | 98 | -3 | 13 | 96 | 4 | 95 | 96 | 0.9 | 100

A second format for some results above.
Value order: Cdc42 wt, ABCG2 block, Rac1 mut GTP, Pf gamet viab, Avidin bead fluor, HRas wt GTP bind, Mcl1 Noxa PPI, Rab7 wt modul, Rab2A wt mod, ABCB1 inh, Rac1 wt GTP bind
Cn1nnc2cc(C(=O)Nc3ccc4ccccc4c3)ccc21
→ 95, 4, 96, ., 11, 98, 6, 103, 100, 0.2, 102
CCCCn1c(SCc2cccnc2)nc2c1c(=O)n(C)c(=O)n2C
→ 103, 5, 102, ., 4, 100, 4, 100, 100, 1.5, 103

The listing picks up; the 4 compounds before the break are reprinted first.
SMILES | Cdc42 wt | ABCG2 block | Rac1 mut GTP | Pf gamet viab | Avidin bead fluor | HRas wt GTP bind | Mcl1 Noxa PPI | Rab7 wt modul | Rab2A wt mod | ABCB1 inh | Rac1 wt GTP bind
Cc1ccc(S(=O)(=O)NCC(=O)N/N=C/c2ccc(Cl)cc2Cl)cc1 | 101 | 0 | 97 | 9 | 5 | 97 | -7 | 97 | 95 | 0.4 | 99
Cc1ccc(N=Cc2cc3c(cc2O)OC(N)=C(C#N)C3c2ccccc2)cc1 (stereo unspecified) | 101 | 0 | 99 | . | 12 | 103 | 14 | 101 | 108 | -0.3 | 108
Cc1csc(NC(=O)CSc2nnc(-c3ccc(S(=O)(=O)N4CCCC4)cc3)o2)n1 | 100 | 1 | 97 | . | 7 | 99 | -11 | 95 | 98 | 0.1 | 99
COC(=O)c1ccc(CN2C(=O)NC3(CCCCC3)C2=O)cc1 | 99 | 8 | 98 | -3 | 13 | 96 | 4 | 95 | 96 | 0.9 | 100
O=C1CCCc2c1cc(C(=O)NCc1ccco1)c(=O)n2-c1ccc(Cl)cc1 | 97 | 3 | 96 | . | 15 | 98 | -12 | 100 | 98 | 1.6 | 102
Cc1cc(C)nc(NCCO)n1 | 107 | 4 | 100 | -12 | 10 | 102 | 11 | 93 | 104 | 1.7 | 100
Nc1ccc2nc(SCC(=O)N3CCOCC3)sc2c1 | 101 | -3 | 97 | . | 12 | 99 | 31 | 102 | 101 | -1.2 | 102
CCC(=O)Nc1ccc(NC(=O)CSc2nnnn2CC)cc1C | 113 | -3 | 99 | 11 | 10 | 104 | 2 | 107 | 103 | -0.5 | 105
COc1ccc(/C=C2\N=C3CCCCCN3C2=O)cc1OC | 92 | 7 | 100 | . | 5 | 97 | -11 | 98 | 101 | 0.9 | 100
COc1ccc(CSc2nnnn2-c2ccccc2)cc1 | 101 | 8 | 97 | . | 35 | 99 | 0 | 101 | 97 | 1.0 | 103
O=C(CSc1nnc2c(n1)[nH]c1ccc(F)cc12)N1CCOCC1 | 92 | 2 | 96 | 3 | 10 | 93 | 3 | 100 | 94 | 0.1 | 91
CC(C)(C)c1ccc(-c2nc(C=O)c3ccccn23)cc1 | 101 | 5 | 99 | . | 11 | 101 | 13 | 98 | 100 | 0.6 | 102
CC12CCC(c3c(C(=O)Nc4nccs4)nn(-c4ccccc4)c31)C2(C)C (stereo unspecified) | 99 | 6 | 97 | . | 6 | 99 | 1 | 98 | 99 | 1.6 | 100
Cc1ccc(C)c(NC(=O)/C(C#N)=C/c2cn(CC(=O)NCc3ccco3)c3ccccc23)c1 | 95 | -8 | 99 | -13 | 7 | 97 | 4 | 96 | 98 | -1.8 | 94
NC(=O)C1CCN(CC(=O)Nc2cccnc2Cl)CC1 | 97 | 13 | 96 | 25 | 8 | 99 | 16 | 93 | 96 | 0.6 | 100
CCN(CC)C(=O)C(=O)c1cn(CCOc2ccccc2)c2ccccc12 | 98 | 20 | 95 | 3 | 11 | 101 | 3 | 97 | 98 | 0.8 | 102
NC(=O)c1cc(-c2ccccc2)sc1NC(=O)Cc1ccc(S(=O)(=O)N2CCOCC2)s1 | 100 | -5 | 101 | . | 14 | 99 | 15 | 97 | 99 | -3.6 | 101
Cn1c(SCc2nc(-c3ccccc3)no2)nnc1-c1cccs1 | 103 | 2 | 99 | 7 | . | 100 | -15 | 102 | 103 | 0.3 | 103
O=Nc1c(O)[nH]c2c(F)cccc12 | 100 | 1 | 99 | -9 | 3 | 102 | 19 | 105 | 103 | 0.4 | 102
CCCCNC(=O)COC(=O)c1cc(C)nc2ccccc12 | 101 | 8 | 97 | . | 9 | 101 | 10 | 99 | 98 | 0.9 | 101
Cc1cc(NC(=O)c2c(F)c(F)c(F)c(F)c2F)no1 | 97 | 0 | 103 | . | 10 | 101 | -4 | 100 | 103 | -0.6 | 108
O=C(Nc1nnc(CSCc2ccccc2F)s1)c1cccc([N+](=O)[O-])c1 | ? | -3 | ? | . | 0 | ? | -16 | ? | ? | -0.5 | ?
O=C(C1=C[C@@H](c2ccc(C(F)(F)F)cc2)C[C@@H](OCc2ccc(CO)cc2)O1)N1CCN(Cc2ccc3c(c2)OCO3)CC1 | 94 | 7 | 94 | -5 | 6 | 95 | -4 | 99 | 94 | 1.6 | 97
Cc1nc(N)sc1-c1csc(Nc2ccccc2)n1 | 102 | 43 | 100 | . | 13 | 102 | 29 | 103 | 99 | -0.7 | 105
CCCCC(CCC(=O)Nc1ccc(C(=O)OCC)cc1)C(=O)O (stereo unspecified) | 94 | 1 | 92 | -27 | 18 | 95 | -5 | 100 | 92 | 0.3 | 95
CC(=O)C(Sc1nc(N2CCOCC2)nc(N2CCOCC2)n1)C(=O)Nc1ccccc1 (stereo unspecified) | 96 | 2 | 94 | -11 | 37 | 97 | 14 | 92 | 93 | 1.8 | 97
